Compound activity (PubChem BioAssay)
Scp1 inh: Scp-1 (human) phosphatase inhibition | Q9GZU7 | Recombinant Scp1, phosphopeptide, malachite green phosphate absorbance | inhibition, % at 20 µM | 340,000 compounds, 0.88% hits;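 active = inhibition above about 50% at 20 µM, limit read from the data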;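 note: plate controls were DMSO wells with enzyme for no effect and wells lacking enzyme for full effect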
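Assay system: SCP-1 catalytic fragment, aa 76-261 | Buffer or medium: Tris acetate buffer pH 5.5 with MgCl2 and Tween-20 | Compound: One concentration, 20 µM, with 1.0% DMSO | Also added: Phospho 17-mer peptide substrate | Signal: Absorbance at 630 nm | Incubation: 45 min enzyme reaction at room temperature | Measure: % inhibition of SCP-1 phosphate liberation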
MsrA inh: bovine MsrA inhibition | purified bovine MsrA, absorbance read-out | inhibition, % at 15.5 µM | 360,000 compounds, 0.75% hits | AID 651718; in the data active = inhibition above about 4.5%;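 note: 0% = vehicle wells with enzyme and 100% = reference inhibitor wells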
SUMO1-SIM PPI: alters human SUMO1 binding to SIM partners. SUMO1 binding to a labelled peptide, TR-FRET, 1 h. inhibition, % at 20 µM. 360,000 compounds, 0.33% hits. P63165; in the data active = inhibition above about 37%
Target sequence (P63165 whole entry, looked up): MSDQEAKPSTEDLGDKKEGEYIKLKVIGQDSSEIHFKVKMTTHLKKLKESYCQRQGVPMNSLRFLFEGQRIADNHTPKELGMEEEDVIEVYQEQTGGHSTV
DNMT1 block: DNMT1 (human) enzyme inhibition | P26358 | DNMT1 molecular beacon, Hinp1I cleavage, fluorescence | inhibition (reported as % activation of signal), % at 10 µM | 360,000 compounds, 0.83% hits | AID 588458; in the data active = inhibition above about 50%
NadD inh: NadD (S. aureus) enzyme inhibition. inhibition, % at 20 µM. 360,000 compounds, 0.78% hits. AID 602399. purified NadD enzyme, colorimetric absorbance read-out; in the data active = inhibition above about 26%; note: some compounds past the cut are filed as inactive
Tb MetRS inh: blocks T. brucei methionyl-tRNA synthetase activity. inhibition, % at 11.9 µM. purified T. brucei MetRS, ATP depletion, Kinase-Glo luminescence. 360,000 compounds, 0.4% hits;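 active = inhibition above a per-plate cutoff of the control wells' mean inhibition plus 3 SD, cut at about 5.5% in these data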;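 note: 0% = DMSO wells median and 100% = median of wells with control inhibitor compound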
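Test system: purified T. brucei MetRS enzyme. Also added: ATP, methionine and E. coli bulk tRNA substrates. Compound: 11.9 µM single point. Schedule: 15 min enzyme-compound preincubation, 2 h reaction, 10 min detection, 25 °C. Signal: luciferase luminescence of residual ATP, Kinase-Glo. Evaluation: percent inhibition versus plate control medians. Controls: DMSO wells, low control.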
LMPTP block: blocks human LMPTP phosphatase; P24666; recombinant LMPTP-A, OMFP fluorogenic substrate, fluorescence intensity; inhibition, % at 20 µM; 360,000 compounds, 0.22% hits; AID 651560;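 active = compounds that cut the enzyme signal by at least half of the control window in the single-dose screen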;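 note: plate controls were DMSO wells with enzyme plus substrate for no effect and substrate without enzyme for full effect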
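Test system: LMPTP-A, protein tyrosine phosphatase of low molecular weight; Input: 0.625 nM enzyme; Incubation: 50 min dark incubation at room temperature; Signal: endpoint fluorescence intensity from OMFP dephosphorylation; Read-out basis: % inhibition versus control wells.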
Rpn11 inh: blocks the human proteasome subunit Rpn11 | human 26S proteasome, Ub4-pepOG fluorescence polarization; 20S core pre-blocked with epoxomicin | calls only at 20 µM | 360,000 compounds, 0.59% hits | AID 588493;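 active = inhibition at 20 µM, scaled to each plate's controls, above about 33%, limit read from the data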
CSN deneddyl inh: blocks human CSN-mediated cullin deneddylation; Q92905; Purified CSN, SCF-Nedd8-OG deneddylation, fluorescence polarization; inhibition, % at 12.5 µM; 360,000 compounds, 0.38% hits;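 active = pattern-corrected inhibition above about 35%, with an unprinted fluorescence ratio check between 0.5 and 1.5, limit read from the data, passing the limit was not always enough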;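 note: 0% = enzyme with substrate and 100% = substrate without enzyme; some results filed as inactive read as strong as hits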
Target sequence (Q92905 whole entry, looked up, one chain of several): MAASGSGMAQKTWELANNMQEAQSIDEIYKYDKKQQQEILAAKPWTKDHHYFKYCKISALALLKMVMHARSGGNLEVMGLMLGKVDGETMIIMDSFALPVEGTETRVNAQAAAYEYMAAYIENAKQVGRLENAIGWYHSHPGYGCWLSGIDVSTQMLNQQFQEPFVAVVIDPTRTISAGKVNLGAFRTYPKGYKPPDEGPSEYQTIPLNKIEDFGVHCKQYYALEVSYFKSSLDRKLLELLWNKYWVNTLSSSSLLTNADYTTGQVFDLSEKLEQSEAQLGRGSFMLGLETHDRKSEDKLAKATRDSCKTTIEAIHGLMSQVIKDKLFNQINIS
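Test system: Human Csn5 produced in HEK293T cells | Compound: 12.5 µM single point | Times: 90 min, room temperature | Signal: Fluorescence polarization readout | Read-out basis: % inhibition of substrate cleavage by Csn5 | Controls: no-enzyme wells high, enzyme-with-substrate wells low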
STEP block: inhibitors of human striatal-enriched phosphatase STEP. P54829. recombinant STEP, OMFP fluorogenic substrate, fluorescence. inhibition, % at 20 µM. 360,000 compounds, 0.25% hits;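 active = inhibition at 20 µM, scaled per plate between control wells, above about 37%, limit read from the data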;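 note: 0% = DMSO with enzyme and substrate and 100% = substrate only without enzyme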
Target sequence (P54829 whole entry, looked up): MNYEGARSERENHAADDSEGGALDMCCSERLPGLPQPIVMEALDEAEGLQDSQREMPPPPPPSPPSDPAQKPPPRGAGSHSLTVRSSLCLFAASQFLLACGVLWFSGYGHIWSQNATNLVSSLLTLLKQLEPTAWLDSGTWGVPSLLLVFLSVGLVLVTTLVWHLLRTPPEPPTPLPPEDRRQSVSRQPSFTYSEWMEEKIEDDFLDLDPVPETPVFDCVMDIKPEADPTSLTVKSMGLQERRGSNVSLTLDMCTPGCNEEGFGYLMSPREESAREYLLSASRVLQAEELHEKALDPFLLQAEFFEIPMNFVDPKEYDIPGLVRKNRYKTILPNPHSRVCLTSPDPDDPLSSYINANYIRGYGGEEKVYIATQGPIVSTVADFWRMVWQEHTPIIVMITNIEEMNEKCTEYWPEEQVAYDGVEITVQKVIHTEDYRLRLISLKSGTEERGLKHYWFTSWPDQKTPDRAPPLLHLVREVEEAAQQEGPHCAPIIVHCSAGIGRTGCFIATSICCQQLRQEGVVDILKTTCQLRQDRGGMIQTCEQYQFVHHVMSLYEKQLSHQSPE
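Assay system: isolated STEP enzyme / Timing: 20 min at room temperature, dark / Doses: 20 µM, 1% DMSO / Technique: fluorescence intensity, excitation 480 nm, emission 540 nm / Reagent: fluorogenic phosphatase substrate OMFP at 25 µM final / Measure: percent inhibition scaled to no-enzyme and uninhibited-enzyme controls, plate-pattern corrected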
Numbers without * were called inactive; i = inactive; / = not tested or not shown; & = joins results of further samples.

no.	compound	Tb MetRS inh	SUMO1-SIM PPI	Scp1 inh	Rpn11 inh	LMPTP block	NadD inh	STEP block	DNMT1 block	MsrA inh	CSN deneddyl inh
1	CC(C)(C)OC(=O)CNC(=O)c1[nH]cnc1C(=O)Nc1ccc(CNC(=O)OC(C)(C)C)cc1	-0.4	-4.2	-2.3	i	1.6	1.3	-2.8	-9.4	0.8	-0.8
2	C/C=C1\NC(=O)[C@H](C)NC(=O)[C@@H](NC(=O)[C@H](Cc2ccc(O)cc2)NC(=O)[C@@H](NC(=O)/C(C)=C/C)C(C)C)[C@@H](C)OC(=O)[C@H](CC(C)C)NC(=O)[C@@H](CCC(=O)O)NC1=O	-0.9	24.9	/	i	-1.6	2.7	-1.3	8.4	0.3	2.5
3	Cc1cccc(NC(=O)NCc2ccc3c(c2)OCO3)c1C	-0.5	-3.1	-2.7	i	-0.5	-2.0	2.1	-0.2	-1.3	-2.7
4	Cc1cc(C)n2ncc(/C(N)=N/OC(=O)Nc3ccc(Cl)cc3)c2n1	2.2	-7.8	-3.1	i	0.1	-1.7	0.0	-3.5	1.8	-5.1
5	CCCCCCCCCCOC(=O)Cn1c(COc2ccccc2)[n+](C)c2ccccc21	-0.5	-136.8	14.9	i	-2.3	9.8	5.5	10.3	-1.4	2.4
6	Cc1cccc(NC(=O)Nc2cccc(F)c2)n1	-0.5	-1.9	-20.2	i	0.4	2.0	-1.1	-1.1	-0.6	8.4
7	CCCCc1nnc(NC(=O)CC(=O)Nc2ccccc2C(=O)O)s1	-1.2	0.8	0.8	i	-3.4	-24.7	-1.8	4.2	-0.6	-1.0
8	C=C[C@]1(C)C[C@@H](OC(=O)CSCCN(CC)CC)[C@]2(C)C(C)CC[C@]3(CCC(=O)[C@H]32)[C@@H](C)[C@@H]1O (stereo partly drawn)	-1.2&-1.5	1.5&0.7	-9.0&3.8	i	-0.4&-0.9	-5.8&-12.4	-1.6&-3.3	4.0&4.2	1.2&-0.9	-3.1&-1.9
9	CC(C)CN(CC(C)C)C(=S)NC1CCCCC1	-1.0	0.7	-5.2	i	-0.2	5.3	-2.4	0.7	3.0	2.0
10	CN(C)S(=O)(=O)c1ccc(C(=O)NN2C(=O)NC3(CCCCC3)C2=O)cc1	0.0	-1.3	-7.6	i	-1.3	-2.1	0.9	2.0	1.6	3.4
11	O=C(CCn1c(=O)oc2ccc(Cl)cc21)NCCCN1CCOCC1	0.0	3.3	3.4	i	-1.0	3.6	-3.8	-1.0	-0.6	-1.7
12	Cc1ccc(CSc2nc3ncccc3[nH]2)cc1	-0.5	2.2	2.6	i	-1.7	-1.8	-2.9	-0.6	-0.6	-1.7
13	Cc1cc(Br)cc2c(C(=O)NCC3CCCO3)cc(-c3cccs3)nc12 (stereo not drawn)	-0.3	-3.9	-1.8	i	2.1	1.4	1.0	14.5	0.3	-4.6
14	COc1ccc(C(=O)NNC(=O)CSc2ccccc2)cc1	-0.2	2.7	-4.4	i	-0.9	-2.3	0.0	6.6	-0.7	6.2
15	COc1ccc(OCC(=O)Nc2nnc(-c3ccco3)s2)cc1	-0.8	13.0	15.0	i	2.0	8.6	1.0	24.7	2.4	8.6
16	Cc1ccc(NC(=S)NC(=O)c2ccccc2)cc1NC(=S)NC(=O)c1ccccc1	-0.5	0.2	-7.7	i	-0.4	6.6	0.9	2.3	-1.4	8.9
17	Cc1ccc(NC(=O)CSc2nc(CSc3ccc(C)cc3)cc(=O)[nH]2)cc1	-0.1	8.3	-3.0	i	1.1	12.2	-1.4	-2.5	-1.3	0.1
18	NC(=O)NC(CC(=O)NCc1ccc2c(c1)OCO2)c1ccccc1Cl (stereo not drawn)	-0.3	-2.8	-0.8	i	-0.2	2.6	-1.7	0.7	0.7	3.4
19	O=C(N/N=C/c1cccnc1)C12CC3CC(CC(C3)C1)C2	-0.5	-3.9	4.2	i	-1.7	-2.0	1.6	0.2	-0.3	10.8
20	CCCc1cc(C(=O)NNC(=S)NC(C)c2ccccc2)cs1 (stereo not drawn)	-0.1	-1.5	-9.7	i	0.3	-0.3	0.1	-5.3	0.4	-1.7
21	CC(=O)OC1CC(C)N(C(=O)c2ccccc2)c2ccc(C)cc21 (stereo not drawn)	-0.5	-0.8	-10.7	i	-1.1	10.9	-2.1	5.0	-0.1	-2.8
22	CCOc1cccc(CN2CCCC(CCC(=O)NCc3ccccc3F)C2)c1O (stereo not drawn)	0.0	1.5	-6.2	i	1.2	8.9	-1.7	0.3	1.2	-0.9
23	CSc1nc(N)c2c3c(sc2n1)CN(C)CC3	-0.8	5.4	-9.8	i	-1.2	-3.4	1.4	-5.4	2.3	1.2
24	Cc1ccc2c(c1)S/C(=C/c1ccc[n+](C)c1)N2CCO	-1.1	-20.3	12.3	i	1.6	9.0	1.8	2.0	-0.1	0.7
25	Cc1cccc(OCC(=O)N2CCC(N3CCOCC3)CC2)c1	0.0	4.4	-10.4	i	-0.3	2.1	0.6	1.7	-0.4	0.8
26	O=C(NCc1cccnc1)NC1(C(F)(F)F)Oc2ccccc2O1	1.6	0.0	-7.8	i	-3.0	-0.3	0.7	-0.3	-0.3	2.5
27	CN(CCC1CCOCC1)C(=O)CC1C(=O)NCCN1C/C=C/c1ccccc1 (stereo not drawn)	-0.5	-0.9	-1.4	i	-0.9	5.5	3.3	3.9	-0.8	5.1
28	Cc1cc(N2C(=O)Cc3ccccc3C2=O)ccc1C(C)C	0.9	0.7	0.4	i	2.6	4.3	5.1	-8.9	-0.9	1.2
29	O=C(O)c1cccc2c(/C=N/Nc3ccccn3)c[nH]c12	-0.3	5.0	-9.0	i	-2.3	-5.9	3.4	0.4	/	2.2
30	CCN(CC)CCC(=O)NN	-0.2	0.1	-5.9	i	-0.2	2.8	0.8	-0.4	-0.4	-4.9

Some entries already given, limited to MsrA inh and Rpn11 inh.
| cpd | Compound | MsrA inh | Rpn11 inh |
| --- | --- | --- | --- |
| 26 | O=C(NCc1cccnc1)NC1(C(F)(F)F)Oc2ccccc2O1 | -0.3 | i |
| 27 | CN(CCC1CCOCC1)C(=O)CC1C(=O)NCCN1C/C=C/c1ccccc1 (stereo not drawn) | -0.8 | i |
| 28 | Cc1cc(N2C(=O)Cc3ccccc3C2=O)ccc1C(C)C | -0.9 | i |

Next section
no.	compound	Tb MetRS inh	SUMO1-SIM PPI	Scp1 inh	Rpn11 inh	LMPTP block	NadD inh	STEP block	DNMT1 block	MsrA inh	CSN deneddyl inh
31	CCOC(=O)C1=C(C)NC(=O)NC1C (stereo not drawn)	-0.9	-0.9	-5.5	i	-1.1	-6.0	2.2	3.9	3.9	6.5
32	CC12CCC(=O)N1c1c(sc3nc(N4CCOCC4)c4c(c13)CCCC4)C(=O)N2 (stereo not drawn)	-0.1	-10.4	0.3	i	1.3	0.5	-0.6	-3.8	3.2	1.5
33	O=C(Nc1cccc(-c2nc3ccccc3[nH]2)c1)c1cccc(NC(=O)c2ccco2)c1	2.0	32.0	2.8	i	11.9	27.9	5.9	-4.2	2.0	57.0*
34	Cc1ccc(Oc2nc3c(C)cccn3c(=O)c2/C=C(\C#N)C(N)=O)cc1	-0.3	-16.6	-3.8	i	-0.9	-6.5	-1.6	3.9	1.0	-6.6
35	CCCCNC(=O)c1nc(-c2cccs2)oc1-c1ccc(Cl)cc1	-0.2	-2.0	/	/	2.1	/	/	/	0.3	-2.6
36	Cc1c(Cc2ccccc2)c(=O)oc2cc(OCC(=O)NCC3CCC(C(=O)O)CC3)ccc12 (stereo not drawn)	-2.8	8.8	4.1	i	0.7	4.2	-1.8	9.5	2.5	-1.7
37	Cc1cccc(OCC(=O)NC(=S)N2CCCc3ccccc32)c1	-0.5	-5.5	-10.7	i	2.9	5.9	1.3	-5.6	-1.5	-3.3
38	COc1ccc(NS(=O)(=O)c2cc(NC(=O)c3ccc(C)o3)ccc2N2CCCCC2)cc1	-0.6	2.2	-0.9	i	1.5	4.3	-0.9	10.9	1.4	-1.6
39	c1ccc(N2CCOCC2)c(Nc2nc3ccccc3n3cnnc23)c1	-0.8	2.6	0.3	i	1.4	-6.5	-0.1	-5.5	0.8	2.1
40	O=S(=O)(c1ccccc1)c1nc(-c2ccco2)oc1N1CCCCC1	0.3	-0.9	-0.6	i	0.9	-4.8	-2.7	0.1	-1.5	-4.7
41	Clc1cc2c(cc1/C=N/Nc1nc(N3CCOCC3)nc(N3CCOCC3)n1)OCO2	-0.6	-3.1	-3.5	i	0.8	0.0	0.0	2.1	4.0	-0.1
42	Nc1ccc2c(O)cc(S(=O)(=O)O)cc2c1	0.4	36.6	67.3*	i	26.2	3.7	37.5*	93.1*	2.4	35.9*

Arranged by value in NadD inh (rising): 5 from the list above.
no.	compound	Tb MetRS inh	SUMO1-SIM PPI	Scp1 inh	Rpn11 inh	LMPTP block	NadD inh	STEP block	DNMT1 block	MsrA inh	CSN deneddyl inh
34	Cc1ccc(Oc2nc3c(C)cccn3c(=O)c2/C=C(\C#N)C(N)=O)cc1	-0.3	-16.6	-3.8	i	-0.9	-6.5	-1.6	3.9	1.0	-6.6
40	O=S(=O)(c1ccccc1)c1nc(-c2ccco2)oc1N1CCCCC1	0.3	-0.9	-0.6	i	0.9	-4.8	-2.7	0.1	-1.5	-4.7
41	Clc1cc2c(cc1/C=N/Nc1nc(N3CCOCC3)nc(N3CCOCC3)n1)OCO2	-0.6	-3.1	-3.5	i	0.8	0.0	0.0	2.1	4.0	-0.1
32	CC12CCC(=O)N1c1c(sc3nc(N4CCOCC4)c4c(c13)CCCC4)C(=O)N2 (stereo not drawn)	-0.1	-10.4	0.3	i	1.3	0.5	-0.6	-3.8	3.2	1.5
42	Nc1ccc2c(O)cc(S(=O)(=O)O)cc2c1	0.4	36.6	67.3*	i	26.2	3.7	37.5*	93.1*	2.4	35.9*
